# OXTR ag: human OXTR agonism; activation, % at 3 µM; CHO-OTR cells, Fluo-8 calcium fluorescence; normalized: DMSO 0%, oxytocin 100%; 0.32% of 320,000 active;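 active = activation above the mean of all tested compounds plus 3 SD, cutoff set per screening run, cut at about 20% in these data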;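 note: peak over basal fluorescence ratio from a 100 s FLIPR kinetic read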
# Target sequence (P30559 whole entry, looked up): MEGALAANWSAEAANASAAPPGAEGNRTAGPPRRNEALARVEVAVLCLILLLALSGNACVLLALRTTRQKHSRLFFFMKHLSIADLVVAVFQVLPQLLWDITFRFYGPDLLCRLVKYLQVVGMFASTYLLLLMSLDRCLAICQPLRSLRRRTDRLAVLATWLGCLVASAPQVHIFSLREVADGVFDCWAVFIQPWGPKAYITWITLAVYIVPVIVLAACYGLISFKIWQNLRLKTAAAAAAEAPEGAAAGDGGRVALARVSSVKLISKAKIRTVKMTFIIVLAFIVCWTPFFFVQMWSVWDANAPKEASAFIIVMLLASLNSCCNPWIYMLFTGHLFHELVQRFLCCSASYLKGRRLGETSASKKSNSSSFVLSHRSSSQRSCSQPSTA
# CHO-K1 Ca PAM: nonselective activator or artifact in parental CHO-K1 calcium assay. 0.02% of 360,000 active. activation, % at 3 µM. ATP EC20, Fluo-8 calcium fluorescence; 0% at ATP EC20, 100% at ATP max;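 active = activation above the run cutoff, the mean activation of all test compounds plus 3 SD, cut at about 40% in these data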;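 note: peak over basal fluorescence ratio in a 140 s read after ATP addition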
# TAAR1 antagonist: human TAAR1 antagonism. Q96RJ0. CHO RD-HGA16 TAAR1, Fluo-8 calcium fluorescence, antagonist. inhibition, % at 3 µM. 1.5% of 360,000 active;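 active = inhibition above a per-plate cutoff, the mean inhibition of test compounds on that plate plus 3 SD, cut at about 49% in these data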;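 note: 0% = DMSO plus EC80 beta-PEA response and 100% = DMSO alone without agonist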
# Target sequence (Q96RJ0 whole entry, looked up): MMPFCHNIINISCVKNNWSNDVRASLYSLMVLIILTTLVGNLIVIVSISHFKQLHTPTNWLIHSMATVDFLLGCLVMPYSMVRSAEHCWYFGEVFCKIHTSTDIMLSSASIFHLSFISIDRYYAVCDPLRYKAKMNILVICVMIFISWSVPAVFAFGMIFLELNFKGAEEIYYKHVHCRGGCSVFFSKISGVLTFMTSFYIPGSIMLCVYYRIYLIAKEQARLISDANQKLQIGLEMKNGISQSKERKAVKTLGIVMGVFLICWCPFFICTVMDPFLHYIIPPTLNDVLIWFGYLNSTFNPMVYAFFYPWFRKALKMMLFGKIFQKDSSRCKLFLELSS
#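 Test system – hTAAR1-expressing CHO RD-HGA16 cells, Gα16-coupled · Reagent – β-PEA at EC80 concentration, post-compound challenge · Compound dosing – 3 µM, single point · Timing – 140 s kinetic read after compound, 140 s after agonist · Detection – Fluo-8 intracellular calcium dye fluorescence, real-time kinetic reads · Control set – DMSO and EC80 PEA controls · Repeats – n of 1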
# CHO-K1 Ca ag: counter-screen for M1 agonists: effect in parental CHO-K1 cells; activation, % at 3 µM; AID 602248; Fluo-8 calcium fluorescence; scaled to maximal ATP response, vehicle zero; 0.48% of 360,000 active; in the data active = activation above about 15%;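 note: untransfected CHO-K1 host cells lacking M1 receptor as counterscreen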
# CHO-K1 Ca antag: nonselective inhibitor or artifact in parental CHO-K1 cells; AID 602250; inhibition, % at 3 µM; ATP-induced calcium, Fluo-8 fluorescence; 0.6% of 360,000 active;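 active = inhibition above a per-plate cutoff, the plate's mean sample inhibition plus 3 SD, cut at about 24% in these data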;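 note: 0% = DMSO plus EC80 ATP and 100% = DMSO alone without ATP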
# CHO parental Ca: counter-screen: ATP calcium response change in parental CHO cells. inhibition, % at 5.6 µM. parental CHO-K1, ATP-induced calcium, Fluo-8 fluorescence. 0.63% of 330,000 active;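 active = inhibition above that plate's mean sample inhibition plus 3 SD, cut at about 26% in these data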;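 note: 0% = ATP-challenged DMSO wells and 100% = DMSO wells without ATP; some compounds past the cut are filed as inactive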
#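 Measured by: calcium-sensitive Fluo-8 fluorescence / Test system: CHO parental line / Controls: ATP-challenged DMSO wells low, unchallenged DMSO wells high / Measure: % inhibition / Compound: single nominal dose of 5.6 µM per compound / Replicates: single well per compound, no replicates / Reagent: ATP as calcium-mobilizing challenge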
# V1R ag counter: counter-screen for oxytocin receptor agonists: human V1a receptor agonists; P37288; CHO-V1R cells, Fluo-8 calcium fluorescence, agonist mode; 0% DMSO, 100% 3 nM vasopressin; activation, % at 3 µM; 0.25% of 320,000 active; AID 2797;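 active = activation above the mean activation of all tested compounds plus 3 SD, per screening run, cut at about 20% in these data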;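 note: signal is peak over basal fluorescence ratio across a 100 second FLIPR read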
# GPR7 antagonist: antagonists of human GPR7 (neuropeptides B/W receptor 1) | P48145 | GPR7-expressing cells, fluorescence antagonist assay | inhibition, % at 4.4 µM | 1.1% of 290,000 active | AID 1861; in the data active = inhibition above about 16%, passing the limit was not always enough;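 note: cells stimulated with the agonist NPW; 0% = agonist with vehicle and 100% = vehicle without agonist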
# Target sequence (P48145 whole entry, looked up): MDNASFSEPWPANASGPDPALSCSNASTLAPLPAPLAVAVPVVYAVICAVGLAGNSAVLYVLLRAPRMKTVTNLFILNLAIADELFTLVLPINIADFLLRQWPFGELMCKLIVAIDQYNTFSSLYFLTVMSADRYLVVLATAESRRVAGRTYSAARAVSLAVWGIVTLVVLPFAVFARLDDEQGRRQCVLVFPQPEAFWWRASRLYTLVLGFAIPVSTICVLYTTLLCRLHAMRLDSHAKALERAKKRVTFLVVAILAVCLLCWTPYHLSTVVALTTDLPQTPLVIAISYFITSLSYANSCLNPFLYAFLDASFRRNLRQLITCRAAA
# OXTR potentiator: potentiates the human oxytocin receptor response. CHO-OTR cells, Fluo-8 calcium fluorescence, potentiator mode; 0% = oxytocin EC15, 100% = EC100. activation, % at 3 µM. 0.061% of 320,000 active. AID 2445;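 active = activation above that plate's cutoff, the mean activation of tested compounds plus 3 SD, cut at about 6.6% in these data, passing the limit was not always enough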;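 note: 100% uses oxytocin at 75 nM as the full agonist control; some results filed as inactive read as strong as hits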
#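 Assay system: CHO cell line stably expressing human OTR. Reagent: EC15 oxytocin agonist. Dosing: single dose, 3.0 µM nominal final compound concentration. Timing: compound 6 min at room temperature before oxytocin, 100 s read. Signal: kinetic Fluo-8 calcium fluorescence. Controls: oxytocin EC15 low and EC100 high.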
# Starred values were filed as active, the others as inactive; . = not tested or not shown; & = joins results of further samples.
SMILES,OXTR ag,CHO-K1 Ca PAM,TAAR1 antagonist,CHO-K1 Ca ag,CHO-K1 Ca antag,CHO parental Ca,V1R ag counter,GPR7 antagonist,OXTR potentiator
O=C(NCC1CCCO1)C1CCC(CNS(=O)(=O)c2ccccc2)CC1 (stereo not drawn),0.8,1,-18,-0.1,3,-6,1.6,-13,0
CCCCCN(C(=O)CCC(=O)OCc1ccccc1F)c1c(N)n(CCCC)c(=O)[nH]c1=O,-0.5,0,-31,0.0,-6,-12,-0.8,.,-7
O=C(NC1CCCCCC1)c1ccc[nH]c1=S,1.0,2,-21,0.6,-2,-16,2.2,-2,3
CC1CCc2nc3ccccc3c(C(=O)OCC(=O)N3CCc4ccccc43)c2C1 (stereo not drawn),-1.9,12,26,3.6,1,-28,0.7,-7,-7
Cc1cccc(C)c1NC(=O)CNC(=O)c1ccc2ccccc2n1,1.0,-7,-12,0.6,-17,-10,0.9,.,-5
CC(C)c1onc(C(=O)N(C)C2CCCCC2)c1[N+](=O)[O-],-1.9,27,0,0.3,-8,-4,-1.5,7,-1
Cc1cccnc1C(NC(=O)C1CCN(Cc2ccccc2)CC1)c1ccc(F)cc1 (stereo not drawn),.,21,-28,0.4,-12,.,.,.,.
CC1CCCN(c2nc3nonc3nc2Nc2ccccc2F)C1 (stereo not drawn),-0.8,17,4,0.8,-12,-16,-0.6,-6,1
CC1(C)CC(NC(=O)c2ccccn2)CC(C)(C)N1O,1.0,10,2,0.4,-8,-3,1.8,-4,0
COCc1c(C(=O)Nc2nnc(C3CC3)s2)oc2ccccc12,.,4,-5,1.3,-14,.,.,.,.
COc1ccc([C@H]2CC(=O)C=C(c3ccc(OC)cc3OC)C2)cc1,0.5,3,20,-0.1,1,-17,0.9,.,-6
COc1cc(-c2noc(CCC(=O)NC3CCCC3)n2)cc(OC)c1OC,0.5,3,7,1.6,-14,-14,-0.4,-2,-6
Cc1ccc(NC(=O)CSc2nnc(-c3ccc(S(=O)(=O)N4CCOCC4)cc3)n2C)cc1,-0.5,-4,5,0.3,0,-8,0.0,18,-1
Cc1cccc2cc(C#N)c(NCCNC(=O)c3ccccc3)nc12,.,5,14,0.4,7,.,.,.,.
COc1ccc(OC)c(Nc2nc3ccc(C)cc3n3cnnc23)c1,-0.6,-5,6,-0.1,-12,-12,0.9,17,-21
NC(=O)CC(NC(=O)c1ccccc1)c1ccc(N2CCC(Cc3ccccc3)CC2)c([N+](=O)[O-])c1 (stereo not drawn),1.2,0,32,-0.1,0,32,0.0,8,-5
CC1CCC(C(C)C)C(OCC(O)CNC(C)(C)C)C1 (stereo not drawn),0.3,5,9,8.4,-1,-10,3.7,3,-5
COc1ccccc1-n1c(=S)[nH]c2c(sc(=S)n2-c2ccccc2)c1=O,-0.1,10,-20,1.0,-8,-15,-0.1,-2,0
CC(=O)NC(=S)Nc1ccc(-c2nc3ccc(C)cc3s2)cc1,0.7,23,6,1.5,-8,8,0.7,-4,-2
COc1ccccc1CN1CCNC(=O)C1CC(=O)N(C)CC1CCOCC1 (stereo not drawn),-0.7,3,-6,0.8,-20,-1,0.7,0,-18
CC(=O)NCCCCCCNC(C)=O,1.2,16,-2,0.3,-4,1,0.3,-11&-15,7
COCc1cc(C)nc(SCC[N+](C)(C)CC(=O)c2ccc(Br)cc2)c1C#N,-0.5,20,-28,1.0,-16,4,-0.2,-6,-5
COc1ccc(C(=O)NCCc2c[nH]c3ccccc23)cc1OC,1.3,10,13,2.2,-10,1,3.1,10,-3
COc1ccc(N2CCN(S(=O)(=O)c3cc(-c4cc(C)no4)ccc3C(C)C)CC2)cc1,0.9,-3,-49,1.8,-4,-23,2.6,21,-7
O=C(NNC(=O)c1ccccc1F)c1ccc(-n2cncn2)c([N+](=O)[O-])c1,1.5,-14,-13,-0.1,18,12,0.1,.,7
COc1ccc(-n2nnnc2SCC(=O)Nc2c(C)n[nH]c2C)cc1,1.3,13,-14,1.5,-14,3,0.9,.,6
COCCNC(=O)C1(C)CCCN(C(=O)c2cnc3ccccc3n2)C1 (stereo not drawn),.,8,-25,0.2,-5,.,.,.,.
CC(OC(=O)c1cc(=O)c2ccccc2o1)C(=O)c1ccccc1 (stereo not drawn),2.4,5,-12,0.8,-22,-4,0.7,.,6
CC(=O)OC1C=CCC2C(=O)c3cccc(O)c3C(O)C12 (stereo not drawn),.,10,-9,-0.1,3,.,.,.,.
COc1ccc(S(=O)(=O)N2CCCOC2CNC(=O)C(=O)NCc2ccco2)cc1C (stereo not drawn),-0.4,5,-2,0.5,-10,-7,0.1,-7,-6
Cc1cccc2sc(N(CCCN(C)C)C(=O)c3sc4ccccc4c3Cl)nc12,2.7,11,-20,0.8,2,-6,1.6,-5,-8
CC1(C)CC(=O)C=C(Nc2ccc(OCC(F)(F)C(F)F)cc2)C1,0.9,10,19,0.9,-16,-5,1.6,-4,-12
O=S(=O)(Nc1ccc(-c2cn3cccnc3n2)cc1)c1ccccc1,-0.2,-14,-6,-0.2,8,-11,0.3,-4,-15
C=CC(O)(C#CCN(CC)CC)c1ccccc1 (stereo not drawn),-0.2,18,-10,-0.2,-11,-2,2.5,7,-11
CN=c1scc(-c2c[nH]c3ccccc23)n1C,.,11,-17,1.7,-4,.,.,10,.
COCCn1cnc2c1c(=O)n(Cc1ccc(C#N)cc1)c(=O)n2Cc1ccccc1,-0.1,-5,-13,0.8,-7,-11,-0.6,-4,-10
COCc1cc(C)nc(SCC(=O)Nc2ccc(N3CCOCC3)cc2)c1C#N,-0.4,-9,-28,0.0,11,-6,0.5,-18,4
O=C(CSc1nnc(-c2cnccn2)n1Cc1ccco1)c1ccccc1,-1.2,-6,-10,1.2,7,-8,-0.2,-5,-3
Cc1cccc(OCc2nnc(SCC(=O)N3c4ccccc4Sc4ccc(Cl)cc43)o2)c1,0.2,20,-9,1.0,-7,-18,1.1,-14,0
COc1ccccc1-c1nc2n(n1)C(c1ccccc1Cl)C(C(N)=O)=C(C)N2 (stereo not drawn),0.5,-1,-18,0.1,-2,-19,-0.2,3,5
Cc1nc2c(cnn2-c2ccccc2Cl)c(=O)n1-c1ccc(C(C)C)cc1,0.4,1,-8,1.1,13,-7,2.5,-7,-7
N#CC1=C(N)N(c2ccccc2)C(c2ccccc2)C1(C#N)C#N (stereo not drawn),-2.6,1,-4,0.2,7,-20,-0.9,-13,-5
Cc1ccc(N2CC(=O)Nc3c(oc4nc(-c5ccccc5)cc(C)c34)C2=O)cc1,-0.1,-19,-6,0.5,7,-9,-0.8,-15,2
O=C(Cn1c(=O)c2c(ncn2Cc2ccccc2)n(Cc2ccccc2)c1=O)N1CCc2ccccc21,-0.5,12,-13,0.3,-6,-15,0.2,-11,-1
CN(C)c1ccc(/C=C2\C(=N)N3C(=NC2=O)Sc2cc(S(C)(=O)=O)ccc23)cc1,10,.,.,.,.,1,5.8,-10,-2
Cc1cc(S(=O)(=O)N2CCOCC2)ccc1OCC(=O)Nc1ccc(F)cc1F,0.1,10,-8,2.3,-19,8,-0.1,-15,-3
COC(=O)c1cccc(CC2(C)C(=O)Nc3cc(-c4ccccc4Cl)ccc32)c1 (stereo not drawn),.,-2,-6,0.2,12,.,.,.,.
O=C(c1ccc2c(c1)OCO2)N1CCC2(CC1)Oc1ccc(F)cc1C(=O)C21CC(c2cccnc2)=NO1 (stereo not drawn),2.1,9,35,4.0,-13,-12,1.8,.,-1
O=c1c2ccccc2cnn1Cc1n[nH]c(=S)n1-c1ccccc1Cl,1.5,10,3,-0.3,2,-4,0.4,3,-1
COc1ccc(Cl)c2sc(N3CCN(C(=O)c4ccco4)CC3)nc12,1.2,8,15,7.3,-12,-16,3.4,.,-4
CC(C)c1ccccc1NC(=O)COC(=O)CCN1C(=O)/C(=C\C=C\c2ccccc2)SC1=S,-0.4,17,3,0.3,-1,-5,-0.8,-7,-12
COc1ccc(OC)c2[nH]c(=O)c(CCNC(=O)c3ccc(Br)o3)cc12,0.0,5,-13,3.0,-19,-26,-0.5,-9,-8
CCSc1nc2nc(C)cc(C)n2n1,-0.9,8,6,-0.1,4,-15,1.2,-11,-1
C#CCOCCOCCOCCNc1nc(N2CCN(C(=O)[C@H](CCCN=C(N)N)n3cc(C(N)[C@@H](C)CC)nn3)CC2)nc(N2CCN(C(=O)[C@H](CCC(=O)O)n3cc([C@@H](N)CO)nn3)CC2)n1 (stereo partly drawn),1.9,-4,-9,0.6,-1,9,0.8,.,6
C=CCNC(=S)Nc1c(C(=O)OC)[nH]c2cc(OC)ccc12,-0.1,13,-15,2.9,-13,-10,-2.6,-8,-1
COc1ccc(C2C(=O)N(CCc3ccccc3)CC(=O)N2C2CCCCC2)cc1 (stereo not drawn),-1.9,15,22,1.2,-18,-16,-1.5,-8,-8
O=C(/C=C/c1ccc([N+](=O)[O-])cc1)NCCOc1ccc(F)cc1,-0.3,19,-3,3.2,-18,-7,2.1,2,-5
Cc1ccc(F)cc1NC(=O)N1CCCN(c2ccc(C(F)(F)F)cn2)CC1,0.2,5,-56,2.6,1,-8,1.1,2,-8
COc1ccc(C(=O)c2cc3cccc(OC)c3o2)cc1,-2.7,27,7,0.7,-21,-20,-1.3,-5,-2
COCc1cc(=O)[nH]c(/N=C(\N)Nc2ccc(Cl)c(Cl)c2)n1,1.2,2,8,0.2,-8,-7,0.3,-9,3
# Remaining list, next part
SMILES,OXTR ag,CHO-K1 Ca PAM,TAAR1 antagonist,CHO-K1 Ca ag,CHO-K1 Ca antag,CHO parental Ca,V1R ag counter,GPR7 antagonist,OXTR potentiator
O=C(c1cccc(Cl)c1)N1CCC2CC1c1cc(-c3ccc(F)cc3)ccc12 (stereo not drawn),.,6,-28,-0.1,-5,.,.,.,.
COc1cccc(CC(=O)NN2C(=O)NC3(CCCCC3)C2=O)c1,1.0,-2,6,0.3,-7,-3,0.6,.,-8
O=C(CCN1C(=O)c2ccccc2C1=O)N1CCN(C(=O)c2ccccc2)CC1,-0.3,18,6,0.2,0,-9,0.4,-2,-13
Cc1ncoc1C(=O)N1CCCC(C(=O)c2cccc3ccccc23)C1 (stereo not drawn),-0.2,20,8,1.0,-8,-15,-0.4,4,-5
COc1ccc(C(O)c2ncc(-c3cccc(F)c3)[nH]2)cc1F (stereo not drawn),.,-13,-1,0.5,0,.,.,.,.
N#Cc1ccccc1OCc1cn(CC(=O)c2ccc(O)cc2)nn1,.,1,-12,0.3,-3,.,.,.,.
CC(C)c1[nH]nc2c1C(c1ccco1)C(C#N)=C(N)O2 (stereo not drawn),-1.0,-10,13,0.0,2,-18,0.4,1,-14
CCC(=O)c1c[nH]c(C(=O)NCCCN2CCOCC2)c1,1.4,6,-4,0.7,1,3,1.1,-5,-1

# Compound activity (PubChem BioAssay)
